STEP block – STEP phosphatase inhibitors, primary screen, biochemical, fluorescence intensity, uHTS | Tyrosine-protein phosphatase non-receptor type 5 (Homo sapiens), P54829 | recombinant STEP, OMFP fluorogenic substrate | inhibition, % at 20 µM | actives 0.25% (n = 360,000);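 active = inhibition at 20 µM, scaled per plate between control wells, above about 37%, limit read from the data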;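 note: 0% = DMSO with enzyme and substrate and 100% = substrate only without enzyme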
Target sequence (P54829 whole entry, looked up): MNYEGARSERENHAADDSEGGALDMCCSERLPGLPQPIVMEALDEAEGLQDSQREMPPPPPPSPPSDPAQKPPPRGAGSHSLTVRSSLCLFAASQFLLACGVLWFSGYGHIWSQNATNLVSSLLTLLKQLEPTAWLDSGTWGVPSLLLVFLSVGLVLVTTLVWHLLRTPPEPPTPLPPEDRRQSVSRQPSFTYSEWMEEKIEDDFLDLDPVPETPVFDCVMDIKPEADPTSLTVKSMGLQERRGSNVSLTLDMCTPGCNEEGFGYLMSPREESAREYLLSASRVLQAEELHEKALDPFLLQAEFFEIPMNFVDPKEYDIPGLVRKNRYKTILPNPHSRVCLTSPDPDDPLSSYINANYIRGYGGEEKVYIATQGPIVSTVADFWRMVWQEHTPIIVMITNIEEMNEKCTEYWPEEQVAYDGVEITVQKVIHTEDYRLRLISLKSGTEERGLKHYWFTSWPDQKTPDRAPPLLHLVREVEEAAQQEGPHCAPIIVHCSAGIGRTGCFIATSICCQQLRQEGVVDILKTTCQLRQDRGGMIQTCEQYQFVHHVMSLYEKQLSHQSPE
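medium = Bis-Tris buffer pH 6.0, 2.5 mM DTT, 0.005% Tween 20 | test system = STEP (striatal-enriched tyrosine phosphatase) enzyme, cell-free | measure = normalized % inhibition | compound dosing = 20 µM, 1% DMSO | also added = 25 µM OMFP | schedule = reaction 20 min, ambient temperature | measured by = fluorescence read at 480 nm ex / 540 nm em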
bovine MsrA act – bovine MsrA enzyme activators, primary screen, biochemical, absorbance, HTS | purified bovine MsrA, absorbance read-out | activation, % at 10.6 µM | actives 0.3% (n = 360,000) | AID 602163, 2012; in the data active = activation above about 7.5%;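 note: 0% = vehicle and 100% = reference activator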
CendR NRP1 mod – modulators of CendR peptide binding to NRP-1, primary screen, biochemical, fluorescence polarization, uHTS; inhibition, % at 25 µM; Neuropilin-1 (Homo sapiens), O14786; actives 0.85% (n = 360,000); AID 602438, 2012; FAM-RPARPAR peptide binding to NRP-1;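 active = inhibition or corrected inhibition above about 18%, plus a signal ratio from 0.5 to 1.5, limit read from the data, passing the limit was not always enough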; note: strong numbers were not always called active
MsrA inh – bovine MsrA enzyme inhibitors, primary screen, biochemical, absorbance, HTS | Methionine sulfoxide reductase A (Bos taurus) | purified bovine MsrA, absorbance read-out | inhibition, % at 15.5 µM | actives 0.75% (n = 360,000) | AID 651718, 2012; in the data active = inhibition above about 4.5%;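 note: 0% = vehicle wells with enzyme and 100% = reference inhibitor wells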
SUMO1 PPI mod – modulators of SUMO1 protein-protein interactions, primary screen, biochemical, uHTS | AID 602429, 2012 | actives 0.33% (n = 360,000) | SUMO1 binding to a labelled peptide, TR-FRET, 1 h | inhibition, % at 20 µM | Small ubiquitin-related modifier 1 (Homo sapiens), P63165; in the data active = inhibition above about 37%
Target sequence (P63165 whole entry, looked up): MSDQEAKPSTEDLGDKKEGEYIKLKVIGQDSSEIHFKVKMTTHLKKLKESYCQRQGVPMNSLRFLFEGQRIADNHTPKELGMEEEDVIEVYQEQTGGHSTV
DNMT1 inh – human DNMT1 methyltransferase inhibitors, primary screen, biochemical, molecular beacon, fluorescence, HinP1I cleavage, uHTS. DNA (cytosine-5)-methyltransferase 1 (Homo sapiens), P26358. inhibition (reported as % activation of signal), % at 10 µM. actives 0.83% (n = 360,000); in the data active = inhibition above about 50%
Scp-1 inhibitor – Scp-1 phosphatase inhibitors, primary screen, biochemical, colorimetric, uHTS; Recombinant Scp1, phosphopeptide, malachite green phosphate absorbance; inhibition, % at 20 µM; actives 0.88% (n = 340,000); AID 493091, 2011;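 active = inhibition above about 50% at 20 µM, limit read from the data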;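 note: plate controls were DMSO wells with enzyme for no effect and wells lacking enzyme for full effect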
Target sequence (Q9GZU7 76-261 limits assumed): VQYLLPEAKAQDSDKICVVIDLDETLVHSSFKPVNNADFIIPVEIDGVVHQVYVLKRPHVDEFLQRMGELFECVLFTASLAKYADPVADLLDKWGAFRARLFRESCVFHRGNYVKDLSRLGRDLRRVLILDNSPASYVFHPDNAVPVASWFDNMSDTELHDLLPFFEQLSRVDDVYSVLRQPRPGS
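Material: truncated SCP-1 phosphatase (76-261aa) / Buffer or medium: 50 mM Tris acetate pH 5.5, 0.005% Tween-20, 10 mM MgCl2 / Compound dosing: one concentration, 20 µM, with 1.0% DMSO / Incubation: 45 min room-temperature reaction, 5 min colour, 30 min stabiliser / Detection: colorimetric free-phosphate detection, absorbance 630 nm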
eLon inh – inhibitors of E. coli Lon protease, primary screen, biochemical, fluorescence polarization | AID 602123, 2011 | P0A9M0 | purified E. coli Lon protease | actives 0.42% (n = 360,000) | inhibition, % at 7.94 µM; in the data active = inhibition above about 13%, passing the limit was not always enough;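 note: 0% = enzyme with probe and DMSO and 100% = no enzyme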
TbMetRS inhib – T. brucei MetRS inhibitors, primary screen, biochemical, luminescence; purified T. brucei MetRS, ATP depletion, Kinase-Glo luminescence; AID 624268, 2012; inhibition, % at 11.9 µM; methionyl-tRNA synthetase (Trypanosoma brucei brucei); actives 0.4% (n = 360,000);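 active = inhibition above a per-plate cutoff of the control wells' mean inhibition plus 3 SD, cut at about 5.5% in these data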;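 note: 0% = DMSO wells median and 100% = median of wells with control inhibitor compound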
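Material – parasite MetRS enzyme · Medium – HEPES-MgCl2-KCl buffer plus DTT, spermine, BSA, pyrophosphatase · Reagent – ATP, methionine and E. coli bulk tRNA substrates · Times – 15 min enzyme-compound preincubation, 2 h reaction, 10 min detection, 25 °C · Measured by – luminescence of leftover ATP · Evaluation – percent inhibition relative to median high and low control wells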
LMPTP block – LMPTP phosphatase inhibitors, primary screen, biochemical, fluorescence intensity, uHTS | AID 651560, 2012 | inhibition, % at 20 µM | actives 0.22% (n = 360,000) | recombinant LMPTP-A, OMFP fluorogenic substrate;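 active = compounds that cut the enzyme signal by at least half of the control window in the single-dose screen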;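 note: plate controls were DMSO wells with enzyme plus substrate for no effect and substrate without enzyme for full effect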
Target sequence (P24666 whole entry, looked up): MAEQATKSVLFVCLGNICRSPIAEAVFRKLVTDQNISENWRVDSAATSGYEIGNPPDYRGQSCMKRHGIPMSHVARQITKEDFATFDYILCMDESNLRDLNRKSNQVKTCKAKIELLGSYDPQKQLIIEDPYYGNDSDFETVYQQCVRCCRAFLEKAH
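Test system – LMPTP-A enzyme · Amount – LMPTP-A at 0.625 nM final in the reaction · Buffer or medium – Bis-Tris pH 6.0, DTT, detergent · Reagent – OMFP 400 µM · Doses – single 20 µM dose · Schedule – reaction 50 min, room temperature, dark · Detection – fluorescence intensity of OMFP turnover product · Evaluation – percent inhibition versus substrate-only and uninhibited controls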
Active calls of the source: *; . = no result given. This is a random part of the collection. Share with any hit: about 4.3%.

SMILES	STEP block	bovine MsrA act	CendR NRP1 mod	MsrA inh	SUMO1 PPI mod	DNMT1 inh	Scp-1 inhibitor	eLon inh	TbMetRS inhib	LMPTP block
Cn1cc(CCC(=O)N2CCCC(CCC(=O)NCc3ccccc3F)C2)cn1 (stereo not drawn)	0	-10	11	-0.2	4	4	-2	6	-0.4	-1.0
COC(=O)C1C(c2ccc(OC)c(OC)c2)NC(c2ccc(OC)c(OC)c2)C(C(=O)OC)S1(=O)=O (stereo not drawn)	0	-8	5	1.9	-1	0	-3	-8	-0.8	-1.0
NS(=O)(=O)c1ccc(CCNC(=O)COC(=O)CCc2ccccc2)cc1	-2	4	-12	0.0	-5	0	-1	-3	0.1	0.0
N#Cc1nnn(Cc2ccccc2)c1N	0	-3	3	-1.6	6	-2	-14	-2	0.2	0.1
O=c1c(Cl)c(NCc2ccccc2)cnn1C12CC3CC(CC(C3)C1)C2	0	-7	7	-0.8	-9	4	11	-4	-0.6	-1.4
Cn1c(=O)oc2cc(S(=O)(=O)CCC(=O)N3CCN(c4ccccc4F)CC3)ccc21	-3	-14	-2	1.0	0	3	7	-25	-1.2	-0.5
Cc1cc(C)cc(OCC(=O)N2Cc3ccccc3CC2C(=O)O)c1 (stereo not drawn)	0	-2	-10	-0.4	6	2	23	0	-0.3	-0.9
CC1(C(=O)Nc2ccc(F)c(Cl)c2)Cc2c(-c3ccc(C(N)=O)cc3)ccnc2O1 (stereo not drawn)	3	-3	-9	-0.6	1	2	.	-15	-0.3	-0.1
O=C1NC[C@@H](CCCCN2C[C@H](Cc3ccc(O)cc3)N(CCC3CCCCC3)C(=O)C2=O)N(CCc2ccc(O)cc2)C1=O	.	-1	-8	0.2	15	.	.	0	-0.4	3.5
COc1ccccc1NC(=O)CSc1nnc2ccc(-c3cccnc3)nn12	-2	-8	-10	-0.3	-15	-3	-7	1	-0.2	1.5
COc1cccc(-n2c(C)cc(/C=C3/C(=N)N4C(=NC3=O)SN=C4S(C)(=O)=O)c2C)c1	-1	-4	-112	2.0	9	-13	-1	-55	0.1	1.3
COc1ccc(OCCSc2nc(-c3ccccc3)cc(=O)[nH]2)cc1	-1	-3	14	0.6	4	3	-9	-11	-1.1	0.3
CCNc1oc(-c2cccc3ccccc23)nc1C#N	-10	-3	-5	0.4	-2	-3	-5	-4	-0.4	0.2
CC(/C=C/c1ccccc1F)=N\NC(=O)C(C)C	0	1	2	0.8	-8	9	-5	-7	-0.4	-0.8
O=C(O)c1ccc(COc2ccc3c4c(c(=O)oc3c2)CCC4)o1	12	-11	2	0.6	1	44	50*	-10	-0.8	-2.0
CCCOc1cccc(C(=O)NCCNC(=O)c2cnccn2)c1	-1	1	-3	0.6	2	0	-5	1	0.0	-0.2
Cc1ccc(-c2nsc(SCC(=O)NCc3ccc4c(c3)OCO4)n2)cc1	2	-4	-10	-1.0	-1	1	-9	-1	0.3	0.2
COc1ccc(C(=O)OCC(=O)NC(Cc2ccccc2)C(C)=O)cc1S(=O)(=O)N1CCCC1 (stereo not drawn)	1	-4	0	-0.2	2	-3	-8	-6	-0.6	-1.2
Cc1ccccc1Cn1nnc(-c2ccc(C(=O)O)cc2)n1	-1	-2	2	-1.2	1	-1	-7	12	0.5	-0.9
O=C(O)c1c(NC(=O)N(CCO)Cc2ccccc2)sc2c1CCCC2	0	-2	-4	0.4	3	-1	-13	7	0.4	-1.4
COc1ccc(NC(=O)CSc2nc3c(c(=O)n2-c2ccccc2)SCC3)c(OC)c1	3	-2	7	-1.0	-9	4	-4	2	-1.2	3.2
Cc1ccc(C[n+]2ccccc2)cc1	-3	-3	13	-0.3	-6	2	-6	1	0.0	-1.0
COc1ccc(S(=O)(=O)NCc2cn3c(C)csc3n2)cc1F	0	-1	8	0.1	4	2	-7	1	0.1	-0.3
NC(=O)CC(NC(=O)c1ccc(Br)cc1)c1ccc(NC2CCCCCCC2)c([N+](=O)[O-])c1 (stereo not drawn)	1	-2	-29	-0.4	-6	37	-8	-4	-0.1	4.0
CSC1=NC(C(Cl)(Cl)Cl)N=C(c2ccccc2)N1 (stereo not drawn)	-4	-1	-4	-0.8	6	-2	-2	-2	0.9	-2.1

Records listed so far printed as active in Scp-1 inhibitor.
molecule,bovine MsrA act,CendR NRP1 mod,MsrA inh,SUMO1 PPI mod,DNMT1 inh,Scp-1 inhibitor,eLon inh,TbMetRS inhib,LMPTP block
O=C(O)c1ccc(COc2ccc3c4c(c(=O)oc3c2)CCC4)o1,-11,2,0.6,1,44,50*,-10,-0.8,-2.0

(list continues)
SMILES	STEP block	bovine MsrA act	CendR NRP1 mod	MsrA inh	SUMO1 PPI mod	DNMT1 inh	Scp-1 inhibitor	eLon inh	TbMetRS inhib	LMPTP block
Cc1cccc(C2CC(c3ccc(Cl)cc3)Nc3nc(N)nn32)c1 (stereo not drawn)	1	0	-1	-0.8	7	2	7	-4	-0.7	-0.6
CCOCCCNC(=O)c1ccc2c(c1)ncn2C1CCCC1	-2	-2	5	-1.7	-2	9	-6	7	0.4	-0.7
CC(=O)NCc1ccc2[nH]c(C)cc2c1	-1	-7	-4	-0.1	-26	-6	-8	-4	-0.9	1.3
CC1(Oc2ccc(-n3ccnc3)cc2)CCN(Cc2cccn2-c2nccs2)C1 (stereo not drawn)	-3	1	-12	-0.3	-1	-4	.	1	-0.1	6.8
Cc1ccc(S(=O)(=O)Oc2ccccc2/C=C2\SC(=O)NC2=O)cc1	2	-5	-5	1.7	-14	-1	-6	-1	-0.3	-1.5
Cc1cccc(N2CCN(CC(O)COc3ccccc3)CC2)c1 (stereo not drawn)	-4	-2	5	-0.4	-1	2	-3	-3	-0.1	0.1
CN(C)C1N(C(=O)c2ccccc2)N=C2c3ccccc3S(=O)(=O)N21 (stereo not drawn)	0	-4	16	-1.8	-2	-1	-3	-2	-0.8	0.4
CC(CCCN(C)C)C(Cc1ccccc1)c1ccccc1 (stereo not drawn)	2	0	-2	-0.3	-6	2	-11	10	4.6	-1.5
CC(O)CNc1ccc(-c2nn(C)c(=O)c3ccccc23)cc1[N+](=O)[O-] (stereo not drawn)	0	-4	-28	0.1	-31	0	-3	-6	0.1	1.8
CCOc1cc(C(=O)N2CCC3(CC2)NCCc2[nH]cnc23)cc(OCC)c1OCC	0	-5	6	-0.1	0	1	-4	3	-0.2	-0.1
COCCN(C(=O)c1csnn1)C(C(=O)NC1CCCC1)c1ccc(C)cc1 (stereo not drawn)	0	-3	10	-1.1	-3	-1	-5	-3	0.3	-0.4
Cc1ccc(C(c2ccc(C)o2)c2cccc([N+](=O)[O-])c2O)o1	3	-5	-10	-0.1	10	15	-16	0	-0.6	3.1
O=C(Nc1sc2c(c1C(=O)O)CCCCC2)c1ccccc1	4	-2	-6	3.8	2	-2	-5	9	-0.5	-0.8
CC(c1ccco1)N(C(=O)c1ccc(C(F)(F)F)cc1)c1ccccn1 (stereo not drawn)	-2	-2	-5	-1.1	-2	2	-5	1	-0.9	-1.2
CCSc1cc(N2CCCC2)nc(-c2ccccc2)n1	2	2	2	-0.7	6	0	3	-3	-0.2	2.2
O=C(Nc1ccc(Oc2cccnc2)cc1)C1CCN(Cc2cc(Cl)ccc2O)CC1	1	-6	-5	-1.6	11	4	-4	7	-1.0	0.7
O=C(Nc1ccnn1C1CCN(Cc2ccc(O)c(Cl)c2)CC1)C1CCCC1	-3	-4	7	-0.8	1	-2	-2	-2	-0.6	-20
CC1CCN(S(=O)(=O)c2ccc3c(c2)CC(C)N3C(=O)C2CCC2)CC1 (stereo not drawn)	-1	0	-14	-0.3	0	4	-11	3	0.3	0.4
CC(C)(C)C(=O)/C(=C/c1ccc(Cl)cc1)n1cncn1	-3	0	1	-1.3	15	2	-10	-12	0.0	0.9
O=C(Nc1cccc(S(=O)(=O)N2CCOCC2)c1)C1=NN(c2ccccc2)C(=O)CC1	-2	-2	27*	0.7	-1	2	-11	-11	-0.1	0.1
O=C(COC(=O)c1cc[n+]([O-])cc1)Nc1cccc(Br)c1	0	-10	-6	0.8	-10	-15	-1	-11	0.0	1.1
O=C(Cn1cc(C(F)(F)F)cc(Cl)c1=O)Nc1cc(S(=O)(=O)N2CCOCC2)ccc1Cl	-1	-1	22*	-0.6	-3	-5	-3	10	0.0	0.4
COc1ccccc1-c1nnc(Nc2nc3c(OC)cccc3s2)o1	4	-5	-10	1.3	-16	2	3	-1	-0.9	-0.8
O=C(Nc1ccc2c(c1)S(=O)(=O)N=C1CCCCCN12)c1ccccc1Cl	2	-5	12	1.4	-4	0	-13	-4	0.3	-0.8
O=C(NCc1cccs1)c1ccccc1C(=O)NCc1cccs1	2	-1	-6	0.8	1	4	3	2	-0.4	0.4
O=C(Cn1cnc2c(nnn2Cc2ccc(Cl)cc2)c1=O)NC1CCCC1	-4	1	4	1.6	-4	5	-6	3	0.0	-1.3
Cc1ccc(NS(=O)(=O)c2ccc(OCC(N)=O)cc2)cc1	-2	-1	-6	0.5	-2	-1	-1	1	0.8	1.1
COCCCNC(=O)CSc1nc2cc(C(=O)NCCOC)ccc2c(=O)n1Cc1ccc2c(c1)OCO2	-2	-7	4	1.6	-3	0	-10	-1	-1.1	1.7
CCOC(=O)c1[nH]c(C)c(C(=O)NCc2ccco2)c1C	5	-1	-2	-0.9	1	3	64*	-7	-0.1	-0.4

3 of the entries above in order of their number in CendR NRP1 mod, highest first:
SMILES | CendR NRP1 mod
CC(=O)NCc1ccc2[nH]c(C)cc2c1 | -4
O=C(COC(=O)c1cc[n+]([O-])cc1)Nc1cccc(Br)c1 | -6
NC(=O)CC(NC(=O)c1ccc(Br)cc1)c1ccc(NC2CCCCCCC2)c([N+](=O)[O-])c1 (stereo not drawn) | -29

Assay outcomes from PubChem BioAssay.
